KOR beta-arrestin-1: KOR agonists, beta-arrestin recruitment, primary screen, cell-based, luminescence, uHTS (AID 1777); one-dose activation, % at 10 µM; EC50 in µM for titrated hits; KOR beta-arrestin recruitment, luminescence; higher % means a stronger effect; hit rate 0.02% among 280,000; in the data active = activation above about 50%, passing the limit was not always enough; also: a part of the inactive calls stands beside numbers as strong as those of hits
NOD1 NF-kB reporter: inhibition of NOD1-driven NF-kB reporter – cell-based, luminescence, uHTS, primary screen (AID 1578); NOD1-driven NF-kB luciferase reporter cells, luminescence; higher % means a stronger effect; inhibition, % at 4 µM; hits with a dose series show EC50 in µM; hit rate 1% among 290,000; in the data active = inhibition mostly above about 36%, no sharp cut-off; inactive = mostly below about 34%;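 also: HEK-293T reporter cells stimulated with the NOD1 agonist gamma-tri-DAP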
GPR55 beta-arrestin: GPR55 agonists via beta-arrestin recruitment, primary screen, imaging, U2OS cells, beta-arrestin-GFP redistribution (AID 1961); activation, % at 10 µM, or EC50 in µM where a hit was titrated; hit rate 0.048% among 290,000; U2OS GPR55 beta-arrestin-GFP redistribution imaging; higher % means a stronger effect;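 active = activation above 40% with more than 50 cells counted in the well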;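 also: U2OS osteosarcoma cells stably expressing GPR55 and beta-arrestin-GFP; plate controls were DMSO negative control for no effect and LPI positive control for full effect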
HEK293 NOD2/NF-kB: inhibition of NOD2-driven NF-kB reporter – cell-based, luminescence, uHTS, HEK293 (AID 1566); HEK293 NOD2/NF-kB luciferase reporter, luminescence; higher % means a stronger effect; inhibition, % at 4 µM, or EC50 in µM where a hit was titrated; hit rate 0.63% among 290,000; also: many of its hits are not listed in these tables
Myeloid diff 2: promotes myeloid progenitor differentiation. ER-HoxA9 myeloid progenitors, lysozyme-GFP differentiation, flow cytometry. calls only at 10 µM. hit rate 1% among 360,000;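 active = normalized GFP-positive differentiation at or above the plate's own cutoff, the solvent-only control mean plus 3 SD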;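 also: cells exposed to compound for four days before flow analysis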
GPR55 LPI antagonism: GPR55 antagonists blocking LPI-driven arrestin recruitment, primary screen, imaging, U2OS, beta-arrestin-GFP, LPI agonist (AID 2013) | U2OS GPR55 beta-arrestin-GFP translocation imaging, LPI antagonism; higher % means a stronger effect | inhibition, % at 10 µM; hits with a dose series show IC50 in µM | hit rate 0.13% among 290,000;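 active = spots per cell inhibited over 60%, with over 100 cells counted and total cytoplasm intensity under 500,000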;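 also: U2OS cells stably carrying GPR55 and arrestin-GFP stimulated by 5 µM LPI near EC80; imaged beta-arrestin-GFP aggregate spots per cell after agonist stimulation; plate controls were LPI-stimulated DMSO wells for no effect and DMSO wells without LPI for full effect; some results filed as inactive read as strong as hits; confirmed hits need IC50 under 10 µM and bright autofluorescent wells are also inconclusive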
T cell HTS: T cell immune modulation candidate | 2C CD8+ T cell-vesicle binding, flow cytometry; active compounds read low | hit rate 0.068% among 330,000 | calls only at 7 µM | AID 2052;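 active = response, share of CD8 T cells binding vesicles, and their 90th percentile fluorescence all below set limits, cut at about 80% in these data, passing the limit was not always enough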
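Assay system: 2C TCR transgenic mouse naive CD8+ T cells, MACS-purified | Read-out: CD8+ gate FL2 mean fluorescence as % of same-row positive control | Signal: High-throughput flow cytometry with anti-B7-1 and anti-CD8 staining | Timing: Binding step 1.5 h, 37 °C, antibody labelling 20 min, ice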
KOR beta-arrestin-2: KOR antagonists, beta-arrestin recruitment, cell-based, luminescence, uHTS (AID 1778); KOR beta-arrestin recruitment, luminescence, antagonist mode; higher % means a stronger effect; inhibition, % at 10 µM, or IC50 in µM where a hit was titrated; hit rate 0.091% among 290,000; also: strong numbers were not always called active
NTR1 ag: agonists of NTR1, primary screen, imaging, U2OS cells, beta-arrestin-GFP, high content (AID 493036); activation, % at 20 µM; P30989; hit rate 0.17% among 330,000; NTR1-U2OS beta-arrestin-GFP spot imaging, agonist mode;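 active = activation at or above 40% of the spot to cytoplasm intensity ratio, with at least 20 cells analyzed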;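 also: 0% = DMSO without peptide and 100% = 100 nM NTR1 peptide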
Target sequence (P30989 whole entry, looked up): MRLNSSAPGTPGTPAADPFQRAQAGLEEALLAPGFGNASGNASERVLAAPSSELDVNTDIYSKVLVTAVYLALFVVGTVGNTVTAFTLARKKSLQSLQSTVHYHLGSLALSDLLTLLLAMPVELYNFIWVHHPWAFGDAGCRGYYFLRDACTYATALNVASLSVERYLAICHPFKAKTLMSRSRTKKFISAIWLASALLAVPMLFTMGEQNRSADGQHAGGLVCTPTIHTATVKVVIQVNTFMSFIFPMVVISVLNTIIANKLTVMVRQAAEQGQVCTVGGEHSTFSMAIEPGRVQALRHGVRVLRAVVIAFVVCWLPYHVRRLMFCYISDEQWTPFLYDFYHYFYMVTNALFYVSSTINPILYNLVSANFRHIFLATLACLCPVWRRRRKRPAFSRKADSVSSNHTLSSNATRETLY
T cell HTS vesicle-bound %: further read-out of T cell HTS, marked with its call; double positive events, %; measured here: CD8+ vesicle-bound cell fraction;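 binding gate set so that unloaded-vesicle control wells show 10% double positive cells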
NTR1 ag cell count 20 µM: further read-out of NTR1 ag, marked with its call; cell count; measured here: cell count, cytotoxicity flag
Myeloid diff 2 GFP+ MAC1+ %: second read-out of Myeloid diff 2, no call of its own (marks repeat the call); GFP+ MAC1+ double positive, %; measured here: differentiation confirmed by MAC1 staining
Active calls of the source: *; i = inactive; · = no result given; + = active, no number; [ ] = another dose, or the depositor's remark. Rule as the data show it, unless noted: active = inhibition above about 50%; inactive = the rest. An excerpt; count on the stated rates, not on these rows.

SMILES	KOR beta-arrestin-1	NOD1 NF-kB reporter	GPR55 beta-arrestin	HEK293 NOD2/NF-kB	Myeloid diff 2	Myeloid diff 2 GFP+ MAC1+ %	GPR55 LPI antagonism	T cell HTS	T cell HTS vesicle-bound %	KOR beta-arrestin-2	NTR1 ag	NTR1 ag cell count 20 µM
COC(=O)Nc1ccc(S(=O)(=O)NCc2ccccn2)cc1	2.1%	-26%	-0.5%	13%	i	0.3	15%	i	19	23%	1.3	69
COC(=O)c1ccc(NC(=O)CSc2nnc(C)n2CC2CCCO2)cc1 (configuration not stated)	-0.2%	-25%	-0.1%	5%	i	0.7	3%	i	43	30%	1.7	52
CCCCc1cc2c(s1)CCCC/C2=N/O	2.2%	-11%	-0.1%	4%	i	0.2	-6%	i	41	32%	5.0	53
COc1ccc(-n2c(N)c(C(=O)NCc3cccnc3)sc2=S)cc1	-1.6%	-15%	0.4%	18%	i	8.2	13%	i	44	1%	1.1	57
Cc1cc(C(=O)N2CCN(c3ncccc3C#N)CC2)no1	0.4%	6%	0.1%	15%	i	0.3	9%	i	32	-6%	-0.4	79
Cc1cccc(OCC(=O)NCc2ccc(F)cc2)c1	-1.9%	-32%	-0.3%	10%	i	0.5	7%	i	66	-37%[20 µM]	1.3	54
CCOC(=O)Cn1ccc(NC(=O)COc2ccc(F)cc2)n1	-2.2%	0%	0.1%	17%	i	2.1	0%	i	42	-11%	1.1	44
Cc1ccc(C(O)CCc2ccc(N)cc2)cc1 (configuration not stated)	9.1%	4%	-0.1%	-14%	i	1.1	-3%	i	39	13%	-0.5	92
O=C(NCc1ccccn1)c1ccc(/C=N/O)nc1	-0.6%	-33%	-0.1%	21%	i	1.4	-8%	i	1	2%	-1.1	54
COc1ccc2nc3c(cc2c1)c(NC(=O)C1CCCO1)nn3CC(C)C (configuration not stated)	-3.9%	-28%	-0.2%	0%	i	0.9	-4%	i	57	43%	2.3	52
COc1cc(S(=O)(=O)NC(C)C)ccc1Cl	-3.3%	-4%	-0.1%	4%	i	11	13%	·	·	-7%	2.1	44
Cc1cc(C(=O)NNC(=S)NC(C)c2ccccc2)c2ccccc2n1 (configuration not stated)	3.9%	4%	0.0%	6%	i	1.6	6%	i	58	-32%	-1.2	26
COc1ccc(C(=O)O/N=C(\N)c2ccccc2)cc1OC	5.0%	-9%	-0.1%	-67%	i	0.6	-2%	i	44	8%	0.6	54
O=C(Nc1nccs1)c1ccc(Cl)c(S(=O)(=O)N2CCOCC2)c1	-3.1%	11%	-0.1%	8%	i	0.8	0%	i	32	2%	-0.6	35
CC(=O)Oc1ccc(N(C(C)=O)S(=O)(=O)c2cccs2)c2ccccc12	-8.9%	36%	-0.1%	3%	i	5.9	-2%	i	55	0%	2.3	83
CN(c1ccccc1)S(=O)(=O)c1ccc(C(=O)NCC2CCCO2)cc1 (configuration not stated)	·	-4%	-0.1%	2%	i	0.6	-12%	i	28	-2%	-2.3	81
CCCCCCNC(=O)Cc1c(O)c2ccccc2[nH]c1=O	1.1%	25%	-0.5%	11%	i	0.9	1%	i	38	-64%	0.5	48
CCN(CC)S(=O)(=O)c1ccc(Cl)c(NC2=NCCCCC2)c1	1.9%	-28%	-0.5%	10%	i	1.0	4%	i	32	-20%	0.7	45
COc1ccc(CC(=O)OCC(=O)Nc2c(C)n(C)n(-c3ccccc3)c2=O)cc1	-1.2%	-21%	-0.1%	10%	i	0.7	-5%	i	59	-39%	-0.9	47
COC(=O)c1ccc(COc2ccccc2[N+](=O)[O-])o1	-0.5%	3%	-0.3%	15%	i	0.6	12%	i	42	-7%	-0.8	80
CCOC(=O)C1CCN(c2c(N3CCCCCC3)c(=O)c2=O)CC1	2.1%	-1%	-0.1%	9%	i	1.2	-1%	i	41	-23%	1.2	66
CC(=O)CC1(O)C(=O)N(Cc2ccccc2)c2ccccc21 (configuration not stated)	-1.3%	22%	-0.1%	8%	i	1.2	-7%	i	13	16%	-2.1	89
O=C(COc1cccnc1[N+](=O)[O-])NCc1cccs1	-1.5%	-6%	-0.4%	2%	i	0.6	0%	i	31	11%	4.2	47
CCC(=O)N1CCc2cc(Br)cc(S(=O)(=O)N(C)c3ccc(OC)cc3)c21	3.9%	56%	0.2%	-17%	i	0.5	5%	i	35	-20%	3.4	45
CNC(=S)NCCc1ccc(OC)cc1	-2.8%	-16%	-0.1%	-6%	i	1.0	-4%	i	62	-52%[20 µM]	-0.9	88

Record cards (already shown). Order of values: KOR beta-arrestin-1	NOD1 NF-kB reporter	GPR55 beta-arrestin	HEK293 NOD2/NF-kB	Myeloid diff 2	Myeloid diff 2 GFP+ MAC1+ %	GPR55 LPI antagonism	T cell HTS	T cell HTS vesicle-bound %	KOR beta-arrestin-2	NTR1 ag	NTR1 ag cell count 20 µM
O=C(Nc1nccs1)c1ccc(Cl)c(S(=O)(=O)N2CCOCC2)c1 reads -3.1%	11%	-0.1%	8%	i	0.8	0%	i	32	2%	-0.6	35
COc1ccc(-n2c(N)c(C(=O)NCc3cccnc3)sc2=S)cc1 reads -1.6%	-15%	0.4%	18%	i	8.2	13%	i	44	1%	1.1	57

Next entries.
SMILES	KOR beta-arrestin-1	NOD1 NF-kB reporter	GPR55 beta-arrestin	HEK293 NOD2/NF-kB	Myeloid diff 2	Myeloid diff 2 GFP+ MAC1+ %	GPR55 LPI antagonism	T cell HTS	T cell HTS vesicle-bound %	KOR beta-arrestin-2	NTR1 ag	NTR1 ag cell count 20 µM
N#C/C(=C\c1cn(CC(=O)N2CCCC2)c2ccccc12)C(=O)NCc1ccc2c(c1)OCO2	-5.7%	-10%	0.2%	22%	i	0.1	8%	i	51	-33%	-0.6	50
O=C(NCC1CCCO1)c1ccc2c(=O)n(CCc3ccccc3)c(=O)[nH]c2c1 (configuration not stated)	3.9%	-6%	-0.2%	11%	i	0.7	20%	i	36	-11%	-0.2	63
CC(C)CCN(C(=S)Nc1cccc(C(F)(F)F)c1)C(C)c1ccccn1 (configuration not stated)	·	4%	0.6%	1%	i	0.6	13%	i	20	-19%	6.5	52
O=c1c2c([nH]n1-c1ccccc1)CCSC2	-1.3%	-3%	-0.1%	9%	i	1.5	11%	i	24	12%	-2.0	78
O=S(=O)(c1cccc2ccccc12)n1nnc2ccccc21	-0.8%	6%	-0.2%	15%	·	·	17%	i	60	-26%	1.2	83
CCOC(=O)C1=NOC(C(=O)NN(C)c2ncc(C(F)(F)F)cc2Cl)C1 (configuration not stated)	-9.3%	-22%	0.2%	5%	i	0.1	4%	i	51	17%	0.7	58
CC(=O)c1cc2c(cc1NS(=O)(=O)c1ccccc1C)OCO2	-9.4%	-18%	-0.1%	11%	·	·	4%	i	29	-5%[20 µM]	-1.6	32
FC(F)(F)c1ccc(Oc2ccc(Cl)cc2Br)nc1	6.4%	-18%	0.6%	6%	i	0.3	-8%	i	55	-14%	0.5	89
COC(=O)c1sccc1NC(=O)Nc1cccc(F)c1	1.7%	-28%	0.1%	13%	i	0.3	7%	i	22	-24%	-0.9	72
COc1cc(OC)cc(C(=O)OCC(=O)Nc2ccc(F)cc2F)c1	-7.3%	-41%	0.2%	-3%	i	0.7	-5%	i	60	-4%	2.2	65
O=C(CN1C(=O)c2ccccc2C1=O)NCc1ccccn1	3.8%	-13%	0.2%	1%	i	0.9	-3%	i	25	46%	-3.6	91
COc1ccc(C(CC(=O)O)NC(=O)COc2ccccc2)cc1 (configuration not stated)	3.6%	-20%	1.0%	1%	i	2.0	6%	i	64	-28%	0.8	62
Nc1ccc(C(=O)Nc2cccc3ncccc23)cc1	1.4%	-17%	0.3%	1%	i	1.1	7%	i	51	-2%	0.5	48
Cc1nn(Cc2noc(C(=O)NCc3ccccn3)n2)c(C)c1Br	7.2%	12%	0.0%	18%	i	2.1	14%	i	10	-29%	1.1	66
N#Cc1ccc(N2CCCC2C(=O)O)c([N+](=O)[O-])c1 (configuration not stated)	3.0%	6%	-0.2%	-3%	i	1.0	-22%	i	27	-42%	-1.3	76
CC(C)c1ccc(NC(=S)Nc2ccc3[nH]c(=O)[nH]c3c2)cc1	4.2%	3%	0.2%	26%	i	0.7	-1%	i	47	28%	-0.9	65
COc1ccc(NC(=O)C23CC4CC(C2)CC(c2ccc(C)cc2)(C4)C3)cc1	-3.1%	-2%	0.2%	9%	i	0.0	1%	i	45	-43%	7.1	63
COc1ccc([N+](=O)[O-])cc1NC(=S)NC(C)=O	-9.3%	-23%	-0.1%	0%	i	0.2	9%	i	6	5%[20 µM]	0.4	41
COc1cccc(CN(C)C(=O)c2ccccc2Sc2ccccc2C#N)c1OC	1.3%	-39%	0.0%	-4%	i	0.6	7%	i	24	-4%	-0.3	37
COc1ccc(OCC(=O)N/N=c2\oc3c(OC)cccc3cc2C(N)=O)cc1	8.7%	-30%	-0.3%	-5%	i	0.3	3%	i	46	-10%	2.2	58
COc1ccc(C(=O)N2CC(c3ccccc3)CC2=O)cc1 (configuration not stated)	3.9%	6%	0.1%	-4%	i	0.7	15%	i	44	-35%	-0.4	40
CC1CN(C(=O)C(C)Sc2nnnn2C)CC(C)O1 (configuration not stated)	0.0%	-19%	0.4%	9%	i	0.6	4%	i	58	2%	-1.4	58
COc1cccc(CN2CCCC(CNC(=O)c3ccc(F)cc3)C2)c1OC (configuration not stated)	·	-43%	-0.2%	-6%	i	0.2	·	i	55	20%[20 µM]	-0.5	90
N/C(=N\c1nc2ccccc2o1)NC(=O)c1cccc(Br)c1	-1.9%	-15%	-0.1%	-10%	i	0.2	-2%	i	51	-24%	1.2	56
CCc1ccc(OCC(=O)Nc2ccc(-c3nc4ccccc4o3)c(O)c2)cc1	-1.5%	-31%	-2.3%	2%	i	0.2	4%	i	56	11%	5.2	52
C=CCN1C=C/C(=C\C=C(C#N)C#N)c2ccccc21	-5.7%	48%	-0.3%	24%	+	1.5*	-7%	i	46	-5%	-1.9	84
Cc1c(Cl)cccc1NC(=O)C1CCN(c2cnccn2)CC1	4.1%	-3%	-0.1%	21%	i	0.6	-2%	i	14	8%	0.0	75
O=c1c2ccccc2c(C=Nc2ccc(Cl)cn2)c(O)n1-c1cc(Cl)ccc1N1CCOCC1	-3.2%	-80%	-0.3%	4%	i	0.7	-1%	i	54	9%	2.4	42
